# EPAC2 antag – qHTS for Antagonist of cAMP-regulated guanine nucleotide exchange factor 2 (EPAC2): primary screen; Rap guanine nucleotide exchange factor 4 (Homo sapiens), Q8WZA2; EPAC2 GEF exchange of Rap1B-BODIPY-GDP, fluorescence; Potency, µM (highest dose often 114 µM), for the others: at the highest dose activity, negative = inhibition, hits mostly inhibitors; actives 0.18% (n = 360,000); AID 720708, 2013; note: potency is the fitted concentration of half-maximal effect; % is set by controls: 0 for no effect and ±100 for the full control effect; nearly all actives have a fitted effect of over 45% in size; many of its hits are not listed in these tables
# DRD3 antagonist – qHTS of D3 Dopamine Receptor Antagonist: qHTS | D3R cells, DiscoveRx beta-arrestin luminescence, antagonist mode; stronger effect = lower value | max response, negative = inhibition, % | actives 2.5% (n = 360,000); in the data active = max response below about -50%; inconclusive = no clear call, values can overlap the other calls; note: % is set by controls: 0 for no effect and ±100 for the full control effect; mostly tested at two doses, the higher about 12 µM
# Target sequence (P35462 whole entry, looked up): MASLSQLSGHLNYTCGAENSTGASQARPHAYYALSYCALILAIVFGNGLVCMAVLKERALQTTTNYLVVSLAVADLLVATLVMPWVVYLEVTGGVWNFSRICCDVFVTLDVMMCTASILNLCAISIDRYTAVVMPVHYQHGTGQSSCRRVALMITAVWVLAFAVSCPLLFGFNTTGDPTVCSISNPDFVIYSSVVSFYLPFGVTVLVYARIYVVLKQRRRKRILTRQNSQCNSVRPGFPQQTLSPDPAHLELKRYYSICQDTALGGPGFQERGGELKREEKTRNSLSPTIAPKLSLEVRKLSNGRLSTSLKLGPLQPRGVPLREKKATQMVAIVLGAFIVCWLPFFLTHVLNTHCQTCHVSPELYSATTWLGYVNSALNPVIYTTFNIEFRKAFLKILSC
#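 Cells expressing the human receptor were seeded at 1500 cells/well, incubated overnight at 37 degrees C in 5% CO2, then exposed to library compounds with dopamine controls for 90 minutes at 37 degrees C before luminescent detection.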
# FUS suppressor – qHTS for Suppressors of FUS Proteinopathy: Primary screen using FUS-linked yeast assay; S. cerevisiae FUS-expressing, growth rescue, OD600, 24 h; Potency, µM (top dose mostly 76.6 µM), for the others: at the top dose growth rescue (activation), usual class: activators; actives 0.24% (n = 390,000); AID 1347120, 2019;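 note: potency is the fitted concentration of half-maximal effect; plate controls were DMSO vehicle for no effect and reference control for full effect; nearly all actives have a fitted effect of over 55% in size; some results filed as inactive show a strong effect at the top dose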
#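 Yeast expressing FUS under galactose induction, OD 0.005 in 2% galactose medium; compounds in a dilution series, 24 h at 30C. Growth rescue by absorbance at 600 nm; CP55940 positive control, DMSO negative.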
# aSyn rescue – qHTS of alpha-syn Inhibitors. Yeast expressing alpha-synuclein, growth rescue, BacTiter-Glo, 24 h. Potency, µM (titrated, usually from 46.1 µM), inactives show top-dose growth rescue (activation), hits mostly activators. actives 0.14% (n = 370,000); note: potency is the fitted concentration of half-maximal effect; % of control where 0% means no effect; nearly all actives have a fitted effect of over 65% in size
#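 Rescue of yeast growth: cells expressing toxic alpha-synuclein, induced in galactose at OD600 0.02, incubated with compound 24 h at 30 C. ATP luminescence quantified growth; inhibitors of toxicity appear as activators.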
# EPAC2 agonist – qHTS for Agonist of cAMP-regulated guanine nucleotide exchange factor 4 (EPAC2): primary screen. Rap guanine nucleotide exchange factor 4 (Homo sapiens), Q8WZA2. EPAC2 activation, biochemical qHTS; response scale: 100% = 6.5 mM cAMP response. Potency, µM (highest dose often 154 µM), inactives show top-dose activation, hits mostly activators. actives 0.079% (n = 360,000). AID 720711, 2013; note: potency is the fitted concentration of half-maximal effect; nearly all actives have a fitted effect of over 50% in size
#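 Setup: EPAC2 100 nM, labeled Rap1B complex 250 nM, free GDP 50 uM. Compound titrations pinned in, brief spin, 5 min room temperature incubation. Kinetic fluorescence read over 30 min, normalized to 6.5 mM cAMP.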
# Abeta yeast res – qHTS for compounds that reverse cellular toxicity of Amyloid beta (A-beta) peptide in yeast: Primary Screen | AID 1347071, 2019 | Potency, µM (highest dose often 46.1 µM), for the others: top-dose growth rescue, most hits filed as activators | yeast expressing A-beta42, growth rescue, OD600, 48 h; response scale: 0% DMSO, 100% iron-clioquinol control | actives 0.063% (n = 410,000); note: potency is the fitted concentration of half-maximal effect; nearly all actives have a fitted effect of over 55% in size
#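 Yeast A-beta toxicity model in growth medium with pinned compounds, 48 h at 30 C; growth read as absorbance at 600 nm. Normalized to FeCl3/clioquinol equimolar mix (positive) and DMSO (negative).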
# TDP43 rescue – qHTS of TDP-43 Inhibitors | TDP-43 expressing yeast growth rescue, BacTiter-Glo, 24 h | Potency, µM (series often up to 46.1 µM), without a hit: at the top dose growth rescue (activation), most hits filed as activators | actives 1.8% (n = 410,000) | AID 652104, 2013; note: potency is the fitted concentration of half-maximal effect; % of control where 0% means no effect; nearly all actives have a fitted effect of over 50% in size
#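 Yeast cells expressing TDP-43 under galactose induction are exposed to compounds for 24 hr at 30 deg C. BacTiter-Glo luminescence measures growth, so protective compounds score as activators.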
# DRD3 agonist – qHTS of D3 Dopamine Receptor Agonist: qHTS; D3R DiscoveRx beta-arrestin cells, luminescence, 90 min; D(3) dopamine receptor (Homo sapiens), P35462; max activation, %; actives 0.58% (n = 410,000); in the data active = max activation above about 30%; note: 0% is about no effect; mostly tested at two doses, the higher about 12 µM
#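 Agonist-mode cell screen: cells plated at 1500/well and incubated overnight at 37 °C, then exposed to library compounds for 90 min at 37 °C. Detection reagent was added for 30–60 min at room temperature, and luminescence was read.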
# Numbers without * were called inactive; ? = inconclusive; nt = not tested or not shown; & = joins results of further samples; [ ] = dose if it differs, or a comment. Unless noted, calls come from the whole dose curve; as a rule, active = well fitted curve in the direction sought with a large enough effect; inconclusive = small, poorly fitted or top-dose-only effect, or another doubt; inactive = no such curve, though single readings can be large; an effect the other way counts as inactive or inconclusive. These rows are one share of the data (hit frequency here may not be typical).
SMILES,EPAC2 antag,DRD3 antagonist,FUS suppressor,aSyn rescue,EPAC2 agonist,Abeta yeast res,TDP43 rescue,DRD3 agonist
COc1ccc(-n2nnnc2SCC(=O)N2CCN(C(=O)c3ccco3)CC2)cc1OC,14%,-10,20%,-16%,17%,-4%,-19%,-12
COc1cc(OC)c(NS(=O)(=O)c2cc(C(=O)OC(C)C(=O)NC3CC3)c(Cl)cc2Cl)cc1Cl (stereo not given),2%,-29,28%,0%,-2%,-4%,-4%,-5
COC(=O)[C@]1(Cc2ccccc2)N[C@H](CN(C)C(=O)COc2ccccc2)[C@@H]2C(=O)N(C)C(=O)[C@@H]21,-5%,24,-9%,-2%,3%,-13%,17%,-8
COc1ccc(-c2noc(COc3ccc4c(c3)OCO4)n2)cc1OC,-3%,6,-8%,-6%,3%,-8%,-18%,2
COc1ccc(OCC(=O)N2CCCC2=O)c([N+](=O)[O-])c1,-3%,-4,-1%,-4%,3%,?,?,1
C[C@@H]1CN([C@@H](C)CO)C(=O)CCCn2nncc2CO[C@H]1CN(C)C(=O)OCc1ccccc1,6%,13,-13%,-1%,1%,-4%,0%,2
COc1ccc(NC(=O)CC(C)=O)c(OC)c1,-3%,-25,-21%,1%,2%,-4%,-10%,-1
COC(=O)C1=C(C)NC(C)=C(C(=O)OC)C1C(=O)OCC(=O)N1CCCCC1C (stereo not given),-10%,0,23%,-1%,7%,-1%,-5%,-7
CCN(CC)S(=O)(=O)c1ccc(/C=C/C(=O)Nc2ccccc2N2CCOCC2)cc1,-28%,4,31%,3%,-13%,-2%,9%,13
CCc1cccc(C)c1NC(=O)COC(=O)Cc1ccsc1,-5%,-58*,nt,15%,12%,17%,-12%,-1
CC1(CC(=O)N/N=C/c2cc(Br)c(O)cc2O)OCCO1,20%,-25,-4%,15%,9%,-38%,0%,-15
Cn1cc([N+](=O)[O-])c(C(=O)Nc2ccc3c(c2)OCCO3)n1,9%,-20,6%,-11%,5%,-12%,-24%,2
CCCCOc1ccc(C(=O)N2CCN(c3ncccn3)CC2)cc1,-26%,-6,3%,-1%,-3%,-16%,?,0
O=C(/C=C/c1ccccc1)NCCOc1ccccc1,8%,0,nt,2%,14%,20%,20%,3
CCCCn1c(SCC(=O)N2CCCC2)nc2cc(S(N)(=O)=O)ccc21,1%,12,2%,3%,-1%,2%,0%,-16
Cc1c(Cl)cccc1-n1nnnc1-c1cccs1,-7%,-16,-12%,4%,9%,4%,?,1
COc1cc(C(=O)NCC(=O)N2CCN(S(=O)(=O)c3ccccc3)CC2)cc(OC)c1OC,-5%,-17,-1%,3%,4%,5%,-19%,-6
Cc1ccc(S(=O)(=O)CC(c2ccccc2)N2CCCCC2)cc1 (stereo not given),-16%,-18,-4%,-2%,7%,-1%,-11%[0.397 µM],-11
COc1ccc(Nc2cc(C)nc3ncnn23)cc1,1%,3,-2%,4%,2%,-9%,-5%,4
O=C(CSCc1ccc(F)cc1)N1CCN(c2ccccc2F)CC1,nt,nt,23%,nt,nt,20%,?,2

# An excerpt of these results, with values under each structure:
# The line under a structure holds: EPAC2 antag, DRD3 antagonist, FUS suppressor, aSyn rescue, EPAC2 agonist, Abeta yeast res, TDP43 rescue, DRD3 agonist
Cc1c(Cl)cccc1-n1nnnc1-c1cccs1
→ -7%, -16, -12%, 4%, 9%, 4%, ?, 1
COc1cc(C(=O)NCC(=O)N2CCN(S(=O)(=O)c3ccccc3)CC2)cc(OC)c1OC
→ -5%, -17, -1%, 3%, 4%, 5%, -19%, -6

# Next part.
SMILES,EPAC2 antag,DRD3 antagonist,FUS suppressor,aSyn rescue,EPAC2 agonist,Abeta yeast res,TDP43 rescue,DRD3 agonist
CCOc1ccc(NC(=O)CCC(=O)N2CCSc3ccccc32)cc1,7%,0,13%&13%,-3%,5%,-1%&3%,5%,-4&-23
CC(=O)Nc1sc2c(c1C#N)CCCCC2,14%,-11,15%,1%,-4%,-15%,?,-5
COc1ccc(C(=O)C(C)Sc2nnc(C3CC3)n2C2CC2)cc1 (stereo not given),1%,-5,-23%,2%,7%,-7%,-8%,-13
Cc1ccc(C(=O)N(CC(=O)NC2CCCC2)c2ccc(F)cc2)s1,-4%,-12,15%,-3%,8%,-5%,-20%,-8
CCCCc1c(-c2ccccc2OC)ncn1CCc1ccccc1,?,49,6%,2%,3%,1%,25%,7
C[C@@H]1CN([C@H](C)CO)C(=O)CCCn2nncc2CO[C@H]1CN(C)C(=O)Nc1cccc(Oc2ccccn2)c1,3%,-25,-13%,1%,5%,-12%,-1%,-14
COc1ccc(NC(=O)c2cc3c([nH]c4ccccc43)c(C)n2)cc1,4%,-1,-1%,-12%,6%,-5%,-11%[0.397 µM],15
COc1cccc2c(=O)n(CC(=O)NC3CCCCC3)ccc12,2%,12,-10%,-12%,3%,-4%,13%,2
CC/C(C)=C1/NC(=O)NC1=O,4%,-16,14%,-3%,17%,-3%,-30%,-12
Cc1ccc(S(=O)(=O)N2CCOCC2)cc1C(=O)NC(=S)N(Cc1ccccc1)C(C)C,5%,-19,nt,4%,-5%,6%,17%,3
COc1cc(/C=N/NC(=O)c2ccc(COc3ccccc3Cl)o2)cc(Br)c1O,-6%,1,0%,7%,-5%,27%,0%,5
Cc1ccc(CNC(=O)CCn2cc(-c3ccc(C)cc3)nc2CCN)cc1,4%,-2,8%,1%,1%,-17%,13%,-4
Cc1ccc2[nH]c(=O)c(Cc3ccccc3)c(O)c2c1,2%,4,-13%,-8%,3%,-1%,27%,4
Cc1cccc(C(=O)Nc2ccc(S(=O)(=O)N3CCOCC3)cc2C)c1,-3%,6,8%,0%,-7%,-5%,2%,1
CCOc1ccc(-c2n[nH]c(C)c2-c2ccccc2OC)c(O)c1,-12%,24,5%,-6%,-5%,1%,5%,1
NC1=NC[C@H](Cc2ccc(O)cc2)N1CC1CCCCC1,-6%,0,-8%,-13%,-1%,-1%,9%,0
CS(=O)(=O)N(CC(=O)N/N=C/c1ccco1)c1ccccc1Br,19%,23,nt,-8%,5%,6%,-13%,1
O=C(O)c1ccc(CSc2ncnc3c2cnn3Cc2ccccc2)cc1,4%,0,13%,21%,7%,17%,-14%,1
CCC(C)(C)n1nnnc1C(c1ccc2ncccc2c1)N1CCN(c2ccc(O)cc2)CC1 (stereo not given),9%,0,40%,-10%,5%,11%,-23%,-8
COC(=O)c1ccc(CN(c2ccc(C(=O)O)c(O)c2)S(=O)(=O)c2ccc(Cl)c([N+](=O)[O-])c2)cc1,-4%,-23,25%,2%,13%,1%,11%,-2
COc1ccccc1NC(=O)COC(=O)C1C2CC3OC(=O)C1C3C2 (stereo not given),31%[activator],-13,27%,2%,8%,-20%,-4%,-6
Cc1ccc(S(=O)(=O)Nc2ccc(SC(F)F)cc2)c(C)c1,-14%,0,nt,18µM*,11%,-74%[inhibitor],-65%[inhibitor],6
COc1cccc(OC)c1C(=O)Nc1cc(Cl)ccc1N1CCOCC1,-4%,-4,1%,10%,6%,11%,9%,-1
COc1ccc([N+](=O)[O-])cc1NC(=O)C(C)OC(=O)C1CCCC1 (stereo not given),-7%,-2,7%,-3%,11%,-3%,27%,-8
CN(CCC#N)C(=O)COC(=O)c1nn(-c2ccccc2)c(=O)c2ccccc12,8%,-58*,30%,-12%,6%,-3%,-25%,-7
COc1cc(/C=C(\NC(C)=O)C(=O)N2CCCCC2)ccc1OC(C)=O,-21%,8,-21%,3%,11%,6%,13%,1
CCOCCCNCc1ccc(OC)c(OC)c1,-2%,-18,-11%,-13%,-10%,2%,5%,-4
CCCCn1c(-c2ccco2)n[nH]c1=S,-8%,0,nt,-5%,4%,-26%,17%,-1
Cc1noc(C)c1S(=O)(=O)N1CCCC(C(=O)c2cccc(OC(C)C)c2)C1 (stereo not given),-11%,3,1%,0%,4%,-12%,16%,10
CN(C)CC1CCCCC1C1(O)c2ccccc2CSc2sccc21 (stereo not given),-1%,-73*,13%,-9%,0%,-3%,-5%,1
Cc1cc(NC(=O)c2cc3ccccc3o2)ccc1NC(=O)c1ccccc1,-7%,28,2%,-2%,-7%,0%,15%,16
Cc1ccc(-c2c[n+](Cc3ccc(Cl)cc3)c3n2CCC3)cc1,9%,-17,-6%,-6%,3%,3%,1%,-36
C=CCNCc1cccn1-c1ccccc1,-4%,-25,-15%,-1%,5%,2%,-16%,-12
CCN(CC)C(=O)c1sc2nc(-c3ccncc3)[nH]c(=O)c2c1C,3%,22,nt,0%,6%,10%,4%,-12
N#Cc1ccc(-c2ccco2)nc1SCC(=O)c1ccc(Cl)cc1,6%,-12,22%,1%,-4%,-10%,15%,-1
CCc1ccc(CC2S/C(=C(\C#N)C(C)=O)NC2=O)cc1 (stereo not given),10%,9,38%,-62%[inhibitor],-1%,-8%,-41%[inhibitor],-2
CN(Cc1ccccn1)Cc1nc(Cc2ccccc2Cl)no1,-11%,10,-10%,-1%,3%,4%,-9%,2
CCCCNc1nc2ccccc2n1CC(=O)N1CCc2ccccc2C1,1%,-76*,16%,0%,-6%,4%,5%,-45
CN1C(=O)[C@H]2[C@@H](c3ccc(F)cc3)N3C(=O)c4ccccc4NC(=O)[C@@]3(C)[C@H]2C1=O,8%,0,-3%,-2%,5%,-19%,-13%,-5
O=C(NCc1ccc(F)cc1)c1cnc(Cl)c(Cl)c1,0%,3,-13%,2%,1%,-4%,-1%,0
CCCOc1ccc2oc(=O)c3c(c2c1)CCCN3C(=O)CN1CCN(c2ncccn2)CC1,-1%,8,21%,-7%,-11%,12%,-10%,1
Cc1ccc(C(=O)N2CCC(n3nccc3NC(=O)c3ccccc3C)CC2)cn1,11%,3,11%,-6%,15%,-2%,-6%,-7
Cc1cc(OCCN2CCOCC2)ccc1C(C)C,-2%,0,3%,3%,6%,-12%,-16%,-23
Oc1c(C(c2ccccc2)N2CCOCC2)sc2nc(-c3ccco3)nn12 (stereo not given),nt,nt,1%,nt,nt,-6%,13%,-1
O=[N+]([O-])c1c(Nc2ccccc2O)cc(Cl)c2nonc12,-10%,-140*,29%,-31%[inhibitor],5%,-36%[inhibitor],-26%[1.82 µM],-33
